High-throughput results deposited in PubChem by National Center for Advancing Translational Sciences (NCATS).
Eya2 inh = inhibitors of human Eya2 phosphatase activity | hit rate 0.006% among 330,000 | Potency, µM (highest dose often 76.9 µM), for the others: top-dose activity, negative = inhibition, hits mostly inhibitors | recombinant Eya2, OMFP fluorescence dephosphorylation (OMFP is methylfluorescein phosphate) | O00167 | AID 488837; further: potency means the concentration at half of the fitted maximal effect
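Eya2 (0.2 uM) preincubated 10 min at ambient with compound, then OMFP substrate added at 50 uM; 10 min reaction in 50 mM HEPES pH 7.5, 50 mM NaCl, 5 uM MgCl2, 0.05% BSA, 1 mM DTT. Fluorescence read at Ex 485/Em 525 nm.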
KCNH2 3.1 inh = inhibitors of human KCNH2 3.1 potassium channel isoform | U2OS KCNH2 3.1, thallium flux FluxOr; hits give low values | activity change, % (tested at about 1.8 µM) | hit rate 0.95% among 340,000;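 active means maximum activity change below -70%; inconclusive means maximum activity change from -70% to -50%; inactive means maximum activity change above -50%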;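 further: thallium influx rate constant from kinetic fluorescence after stimulation buffer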
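Measured as rate of thallium-driven FluxOr signal in transduced U2OS cells carrying the 3.1 channel, read kinetically for 2 min upon stimulation; values are rate constants scaled to DMSO control wells.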
Coupling enz = coupling enzyme interference in Giardia aldolase counter-screen; coupling enzyme system counterscreen, AmpLite Red fluorescence; activity change, negative = inhibition, % at 58.2 µM, hits read low; hit rate 0.67% among 290,000; AID 2472; in the data active means activity change below about -30%
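Counterscreen of the coupled detection system alone, without aldolase: glyceraldehyde-3-phosphate coupling enzymes plus AmpLite Red readout. Compounds at 57.5 uM final, 10 min RT preincubation, 20 min RT reaction, fluorescence 525/598 nm.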
GALK inh = galactokinase (human) inhibition | P51570 | Purified GALK, Kinase-Glo residual ATP luminescence | Potency, µM (series often up to 57.5 µM), for inactives: at the top dose activity change, negative = inhibition, most hits filed as inhibitors | hit rate 0.007% among 270,000 | AID 1868; further: potency means the concentration at half of the fitted maximal effect
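Human GALK (5 nM) with 35 uM ATP and 100 uM galactose in 20 mM HEPES pH 8.0, 5 mM MgCl2, 60 mM NaCl, 1 mM DTT, 0.01% BSA. After 1 h at room temperature, leftover ATP was read by Kinase-Glo Plus luminescence.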
KCNH2 WT inh = inhibitors of human wildtype KCNH2 potassium channel | activity change, % at 1.84 µM | U2OS, BacMam KCNH2, thallium flux FluxOr; hits give low values | hit rate 0.37% among 340,000 | Q12809 | AID 720551;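 active means maximum activity change below -70%; inconclusive means maximum activity change between -70% and -50%; inactive means maximum activity change above -50%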
Target sequence (Q12809 whole entry, looked up): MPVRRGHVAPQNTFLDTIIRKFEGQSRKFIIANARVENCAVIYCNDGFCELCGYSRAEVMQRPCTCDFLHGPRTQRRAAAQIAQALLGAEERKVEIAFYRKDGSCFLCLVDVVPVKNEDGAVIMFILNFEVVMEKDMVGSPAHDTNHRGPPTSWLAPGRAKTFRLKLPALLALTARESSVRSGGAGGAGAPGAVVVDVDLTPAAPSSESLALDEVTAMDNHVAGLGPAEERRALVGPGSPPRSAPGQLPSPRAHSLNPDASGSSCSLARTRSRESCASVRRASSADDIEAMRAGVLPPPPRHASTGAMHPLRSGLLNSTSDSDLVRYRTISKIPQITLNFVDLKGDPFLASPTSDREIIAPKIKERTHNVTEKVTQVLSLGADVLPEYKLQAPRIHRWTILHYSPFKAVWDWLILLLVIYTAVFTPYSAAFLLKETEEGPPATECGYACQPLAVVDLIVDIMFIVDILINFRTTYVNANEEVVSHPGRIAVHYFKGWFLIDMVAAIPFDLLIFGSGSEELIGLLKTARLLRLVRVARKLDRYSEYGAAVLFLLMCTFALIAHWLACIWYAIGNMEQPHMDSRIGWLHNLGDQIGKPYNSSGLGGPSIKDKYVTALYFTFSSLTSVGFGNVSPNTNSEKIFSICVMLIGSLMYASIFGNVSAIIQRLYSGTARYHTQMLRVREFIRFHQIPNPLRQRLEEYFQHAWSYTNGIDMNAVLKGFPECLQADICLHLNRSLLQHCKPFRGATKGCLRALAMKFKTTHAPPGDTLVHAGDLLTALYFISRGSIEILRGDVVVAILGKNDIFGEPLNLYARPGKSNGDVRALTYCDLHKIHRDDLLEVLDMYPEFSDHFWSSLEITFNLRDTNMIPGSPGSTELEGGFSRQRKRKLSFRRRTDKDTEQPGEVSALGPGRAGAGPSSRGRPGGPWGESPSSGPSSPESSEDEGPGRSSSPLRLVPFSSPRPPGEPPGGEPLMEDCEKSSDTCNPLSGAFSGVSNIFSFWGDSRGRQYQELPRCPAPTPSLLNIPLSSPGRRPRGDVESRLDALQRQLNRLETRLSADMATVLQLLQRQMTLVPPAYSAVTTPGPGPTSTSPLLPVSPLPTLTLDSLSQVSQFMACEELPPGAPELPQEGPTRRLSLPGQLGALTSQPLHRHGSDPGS
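U2OS cells transduced with wild-type KCNH2 virus are loaded with FluxOr dye for 45 min, and thallium flux is measured in kinetic reads before and after stimulation buffer. Rate constants are normalized to DMSO controls.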
B2AR arrestin = agonists driving beta-arrestin recruitment to human beta2-adrenergic receptor | P07550 | beta-arrestin recruitment to beta2AR, cell-based reporter | Potency, µM (series often up to 46.1 µM), without a hit: at the top dose activation, hits mostly activators | hit rate 0.02% among 330,000;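 further: potency means the concentration at half of the fitted maximal effect; 0% = DMSO controls and full agonism = EC100 isoproterenol or metaproterenol; nearly all actives have a fitted effect of over 65% in size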
PKM2 activator = PKM2 (human) enzyme activation | P14618 | purified PKM2, Kinase-Glo ATP luminescence, activation; response scale: 0% is enzyme alone, no compound | Potency, µM (doses to about 57.5 µM), for the others: at the top dose activation, actives largely listed as activators | hit rate 0.34% among 260,000; further: potency means the concentration at half of the fitted maximal effect; nearly all actives have a fitted effect of over 55% in size
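hPK-M2, >95% pure; 0.1 mM ADP / 0.5 mM PEP final; imidazole pH7.2 buffer w/ 7 mM MgCl2, 50 mM KCl; 1 h RT; Kinase-Glo lum. Intermediate enzyme activity for dual inhibitor/activator qHTS.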
Giardia killer = Giardia lamblia killing; Giardia lamblia trophozoite viability; AID 540267; activity change, % at 7.66 µM, hits read low; hit rate 0.15% among 340,000; in the data active means activity change below about -80%; inconclusive means between about -30% and that limit;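 further: parasites exposed to compound for two days anaerobically before the ATP read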
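Luminescent ATP signal served as the viability read-out, measured 15-30 min after adding ATP detection reagent to trophozoites that had been incubated with compounds for 48 hrs at 37 deg C anaerobically at 100 cells/well.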
Chronic BCR inh = blocks chronic active B-cell receptor signaling. ABC-DLBCL IkBa-CBG/CBR reporter, luminescence ratio, 4 h. Potency, µM (highest dose often 46.1 µM), inactives show at the top dose ratio change, negative = lower green/red ratio, hits mostly inhibitors. hit rate 0.05% among 340,000; active means well fitted inhibition curve with a large enough effect in the signal ratio, with a control signal flat, not every such curve was filed as active; inconclusive means small, poorly fitted or top-dose-only effect, or effect the other way, or a change in a side signal; the % refers to the signal ratio;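 further: potency means the concentration at half of the fitted maximal effect; plate controls were basal doxycycline-induced cells for no effect and cells given 10 µM MG132 for full effect; MG132 reads +100%, hits lower the ratio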
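TMD8 human ABC-DLBCL cells with doxycycline-inducible IκBα–green luciferase fusion and unfused red luciferase, in 0.5% FBS medium; compounds up to 46 uM, 4 h at 37C. Green/red luminescence ratio, filter-overlap corrected, fitted to concentration-response curves.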
USP2a block = USP2a (human) protease inhibition | O75604 | USP2 core, Ub-CHOP2 coupled fluorogenic reporter, 485/531 | Potency, µM (series often up to 38.3 µM), for inactives: at the highest dose activity change, negative = inhibition, most hits filed as inhibitors | hit rate 0.01% among 330,000;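 further: potency means the concentration at half of the fitted maximal effect; plate controls were DMSO wells for no effect and full inhibition by NEM control for full effect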
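USP2 core (10nM final) preincubated 30min RT with compound in 20mM Tris-HCl pH 8.0, 2mM CaCl2, 2mM beta-mercaptoethanol, 0.05% CHAPS; 25nM Ub-CHOP2 plus 25nM reporter substrate added, fluorescence (Ex485/Em531) read after 60min.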
uPA surface inh = cell surface uPA generation inhibition; cell surface uPA generation assay, qHTS; Potency, µM (titrated, usually from 38.3 µM), inactives show top-dose activity change, negative = inhibition, actives largely listed as inhibitors; hit rate 0.31% among 330,000; AID 540303; active means well fitted inhibition curve with a large enough effect; inconclusive means small, poorly fitted or top-dose-only effect; inactive means no such curve, though single readings can be large or run the other way; tested in mouse RAW 264.7 cells; further: potency means the concentration at half of the fitted maximal effect; nearly all actives have a fitted effect of over 55% in size
* marks the source's active call; other numbers are inactive results; ? = inconclusive; . = not tested or not shown; [ ] = dose if it differs, or a comment. Unless noted, the call rests on the fitted dose curve; in most records, active means well fitted curve in the direction sought with a large enough effect; inconclusive means small, poorly fitted or top-dose-only effect, or another doubt; inactive means no such curve, though single readings can be large; an effect the other way counts as inactive or inconclusive. Unless noted, on the % scale 0 is the no-effect control and ±100 the full control effect.

SMILES | Eya2 inh | KCNH2 3.1 inh | Coupling enz | GALK inh | KCNH2 WT inh | B2AR arrestin | PKM2 activator | Giardia killer | Chronic BCR inh | USP2a block | uPA surface inh
CCOc1ccc(S(=O)(=O)N2CCCC(C(=O)NCC3CCCO3)C2)cc1Cl (stereo not given) | 4% | 7 | . | . | 1 | -0.5% | . | -6 | 5% | -8% | -6%
Cc1c(NC=C(C#N)C#N)c(=O)n(-c2ccccc2)n1C | -6% | -4 | 1 | 5% | 2 | 0.2% | 7% | 6 | 5% | 0% | .
COc1ccc2cc(C(=O)N(C)CC(=O)Nc3ccccc3Br)ccc2c1 | -2% | -20 | . | . | -6 | 0.0% | . | -11 | -14% | -1% | -13%
CCC(CC)C(=O)Nc1cc([N+](=O)[O-])ccc1Cl | -3% | 22 | -4 | -2% | 0 | 0.0% | 1% | 19 | ? | 3% | -5%
CS(=O)(=O)c1ccc2nc(NC(=O)c3cccc(NS(=O)(=O)c4ccc(F)c(F)c4)c3)sc2c1 | 4% | 7 | -2 | -2% | -16 | -0.1% | -13% | 2 | ? | 2% | -8%
COc1ccc(C(c2c(C)n(C)n(-c3ccccc3)c2=O)c2c(C)n(C)n(-c3ccccc3)c2=O)cc1 | -3% | 16 | 5 | 0% | 17 | -0.8% | -2% | -6 | 2% | -1% | -37%
Cc1ccc2nc(NC(=O)C3CC(=O)N(Cc4ccco4)C3)sc2c1 (stereo not given) | 6% | -9 | 0 | -1% | 11 | -0.2% | 3% | 1 | -12% | 7% | 2%
COc1cccc(NC(=O)N2CCN(c3cccc(C)c3C)CC2)c1 | -7% | -8 | 0 | -5% | 0 | -0.6% | 4% | -5 | -28% | -1% | 1%
CCn1c(SCC(=O)NNC(=O)c2ccc(OC)cc2)nnc1-c1cccnc1 | 6% | 0 | 2 | 1% | 7 | -0.4% | -1% | 0 | -1% | 2% | .
C/C(CC(=O)NCCCN1CCOCC1)=N\NC(=O)COc1ccc(Cl)cc1 | -26% | 4 | -1 | -2% | -12 | 1.7% | -5% | 5 | 3% | 0% | -1%
O=C(CSc1nc2[nH]c(=O)[nH]c(=O)c2s1)Nc1cccc(F)c1 | -18% | -5 | . | . | -4 | -0.1% | . | -14 | 7% | 0% | -1%
Cc1cc(OCC(=O)NCCCN2CCOCC2)c2c(C)c(C)c(=O)oc2c1 | 7% | 10 | . | -3% | -3 | 0.0% | . | 19 | -1% | 3% | 7%
CC1Cn2c(nnc2-c2ccc(F)cc2)S1 (stereo not given) | -37% | 9 | 0 | 0% | 1 | 0.0% | -10% | 45[activator] | 8% | 1% | 4%
COc1ccc(C(=O)CC(=O)C(=O)Nc2c(C)cccc2C)cc1 | -4% | -23 | -5 | 0% | -7 | 0.0% | . | -1 | ? | -2% | -5%
Cc1cccc(NC(=O)CN(C)S(=O)(=O)c2ccc(Br)cc2)n1 | 11% | -8 | 1 | 2% | -9 | -0.1% | -2% | 2 | ? | 5% | 7%
Cc1occc1-c1nnc(SCC(=O)N2CCN(c3ccccc3)CC2)n1C | 2% | 21 | -2 | 1% | -12 | -0.5% | 0% | 23 | 0% | 0% | -7%
COCCNC(=O)C(c1ccc(F)cc1)N(C(=O)CCC(=O)Nc1nccs1)c1cccc(C)c1 (stereo not given) | 2% | -20 | 5 | 0% | 2 | 0.2% | -1% | 6 | ? | 0% | -1%
COc1ccccc1CN1CCN(C(=O)c2ccco2)CC1 | 2% | 30 | 2 | -3% | 7 | -1.3% | 0% | 7 | ? | 1% | 1%
Cc1ccc(-n2c(-c3cn(C)nc3C)n[nH]c2=S)cc1 | 11% | . | 0 | 0% | . | -0.1% | 0% | . | ? | 7% | .
O=C(NNS(=O)(=O)c1ccccc1)c1csc(-c2cccnc2)n1 | 4% | 0 | 3 | 1% | -6 | -0.6% | -3% | -16 | ? | 1% | 0%
COc1ccc(OC)c(S(=O)(=O)Nc2cc3c4c(c2)CCN4C(=O)CC3)c1 | 8% | 12 | . | . | 4 | -0.3% | . | 11 | -12% | 2% | -10%
CCSc1nnc(CNC(=O)C23CC4CC(CC(C4)C2)C3)n1Cc1ccccc1 | 8% | 9 | 2 | 0% | 9 | 0.0% | -3% | 2 | ? | -1% | 5%
CCN1C(=O)C(Cc2nc3ccccc3c(=O)n2-c2ccccc2)c2ccccc21 (stereo not given) | -15% | -6 | -2 | 2% | -13 | 0.3% | -3% | -20 | ? | -1% | .
O=C(c1ccco1)N1CCN(C(=O)C2CC(=O)N(c3ccc(Cl)cc3)C2)CC1 (stereo not given) | 8% | -95* | 0 | 6% | -12 | -0.2% | 2% | 19 | 6% | 1% | 7%
COc1ccc(CC(=O)NNC(=O)c2cccs2)cc1OC | -3% | -3 | 5 | 12% | -4 | -0.1% | -6% | -4 | ? | -2% | -2%
Cc1ccccc1OCC(=O)NC(=S)Nc1ccc(Br)c(C)n1 | -5% | -7 | . | 1% | . | -0.5% | -3% | 1 | 0% | 0% | 10%
Cc1ccc(NC(=O)Nc2ccc3c(c2)OCO3)c(OC(F)F)c1 | 8% | . | 0 | -9% | 14 | 0.5% | 1% | -11 | -2% | -1% | -4%
O=C(COc1ccc(F)cc1Br)NCC1(N2CCOCC2)CCCCC1 | ? | -19 | . | . | -8 | 1.8% | . | -21 | 6% | -2% | 4%
CC(NC(=O)c1ccc(Cn2cc([N+](=O)[O-])cn2)o1)c1ccccc1 (stereo not given) | -8% | 6 | . | -3% | -5 | -0.1% | 2% | 10 | -9% | 1% | -1%
O=C(/C=C/c1cccs1)NC(=S)Nc1ccc(S(=O)(=O)Nc2ccccc2C(F)(F)F)cc1 | -17% | 1 | 1 | 0% | 7 | 0.1% | -2% | -10 | 6% | 0% | -9%
CCc1ccc(/C=C(\C)C(=O)c2c(C)cc(C)[nH]c2=O)cc1 | -3% | -1 | 4 | -1% | -6 | 0.2% | 8% | -3 | -14% | -9% | -19%
CN1CCC(C(=O)N2CCCC(C(=O)c3ccc4c5c(cccc35)CC4)C2)CC1 (stereo not given) | 12% | -24 | -2 | -1% | 21 | -0.6% | 1% | -4 | -3% | -1% | ?
CC(Sc1nnnn1C1CC1)C(=O)N1c2ccccc2NC(=O)C1(C)C (stereo not given) | 4% | 1 | . | . | 3 | 0.2% | . | 15 | 0% | 1% | 1%
CC(C)OC(=O)C(C#N)c1nc2ccccc2nc1N1CCN(Cc2ccc3c(c2)OCO3)CC1 (stereo not given) | -3% | . | -1 | 17% | . | -0.3% | -5% | . | 2% | 3% | .
CCOC(=O)c1cc(NC(=O)N(CC)C2CCCCC2)c(C)nc1C | -10% | 6 | 5 | 2% | 5 | 0.0% | 0% | 2 | -1% | 6% | .
C=CCn1c(=O)c2ccccc2n2c(SCC(=O)NCCc3ccccc3)nnc12 | . | -1 | 6 | 2% | -2 | . | 12% | -13 | . | . | -3%
Cc1cccc(N2CCN(C(=O)NC3CCCCC3)CC2)c1C | -15% | -16 | 3 | -5% | 3 | 0.4% | 0% | 4 | 2% | -1% | -20%
Cc1ccc(C(=O)NCCCCNC(=O)c2ccc(C)o2)o1 | 13% | 5 | 4 | 1% | 7 | 0.1% | -6% | -24 | -1% | 0% | 1%
COc1ncccc1-c1nnn(-c2ccc(Cl)nc2)n1 | 9% | 27 | 0 | 0% | 2 | -1.7% | 9% | 10 | -3% | 10% | -15%
COc1ccc(/C=C/c2c(-c3ccc(OC)cc3)oc3ccccc23)cc1 | 9% | 0 | -1 | . | 1 | -0.2% | 3% | -10 | 1% | -3% | 14%
Cc1ccc(CNC(=O)C2CCCN(c3cnccn3)C2)cc1 (stereo not given) | 0% | 27 | -4 | 4% | 1 | -0.1% | -12%[0.46 µM] | -3 | 2% | 2% | 14%
O=C(NNC(=O)C1CC(=O)N(c2ccc3c(c2)OCCO3)C1)c1ccc(F)cc1 (stereo not given) | -22% | -9 | . | . | -8 | 0.0% | . | -7 | -5% | 1% | 1%
Cc1ccc(S(=O)(=O)NC(=O)N(CCC#N)Cc2ccccc2)cc1 | -16% | -5 | 4 | -1% | 4 | -0.1% | . | -4 | 2% | 0% | 4%
COC(=O)c1cc(C(=O)Nc2ccc(Cl)cn2)cc([N+](=O)[O-])c1 | 3% | -4 | 0 | 0% | 8 | 4.8% | 3% | 3 | 4% | 0% | 3%
